# Compound activity deposited in PubChem BioAssay by several laboratories.
# Cdc25B inh – inhibitors of Cdc25B phosphatase catalytic domain, primary screen, biochemical, OMFP fluorescence | M-phase inducer phosphatase 2 (Homo sapiens), P30305 | recombinant Cdc25B, OMFP fluorescence Ex485/Em525 | inhibition, %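 (compounds tested at 10 µM final in the well)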 | 65,000 compounds, 0.1% hits | AID 368, 2006; in the data active means inhibition above about 50%
# AP complement – alternative complement pathway inhibitors, primary screen, biochemical, ELISA, human serum, orthogonally pooled compounds | inhibition, % at 5 µM | 62,000 compounds, 0.08% hits | LPS-coated ELISA, C3 deposition; tested in compound mixtures;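 active means inhibition above 30% in each of the two pooled mixtures holding the compound, so the lower value exceeds 30%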;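 further: 0% = serum in Mg-EGTA without compound and 100% = EDTA serum blank; some compounds past the cut are filed as inactive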
#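 Test system: human serum complement alternative pathway, C3 deposition onto LPS / Medium: Mg2+-EGTA GVB++ buffer containing human serum at 1:15 dilution / Probe or stimulus: Plate-bound LPS / Times: 1 h at 37 °C / Signal: ELISA with HRP anti-human C3 antibody, TMB substrate, absorbance 450 nm / Measure: percent inhibition / Repeats: two pool placements per compound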
# Hsp90 block – tumor Hsp90 inhibitors, primary screen, cell lysate, fluorescence polarization, NCI-N417 lysate. 64,000 compounds, 0.35% hits. Cy3B-geldanamycin FP displacement. Heat shock protein HSP 90-alpha (Homo sapiens), P07900. inhibition, % at 30 µM. AID 429, 2006;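 active means inhibition above 50%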;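 further: 0% = tracer plus lysate wells and 100% = tracer alone without lysate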
# CatB mixtures – cathepsin B inhibitors from pooled compounds, primary screen, biochemical, compound mixtures, AMC fluorescence. P07858. Purified cathepsin B, AMC dipeptide fluorescence. inhibition, %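 (ten-compound pools at 5 µM per compound and 50 µM total)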. 62,000 compounds, 0.06% hits. AID 488, 2006; in the data active means inhibition above about 22%, passing the limit was not always enough;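 further: 0% = enzyme without compound and 100% = no enzyme blank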
# CatB inh – human cathepsin B inhibitors, primary screen, biochemical, fluorogenic substrate | P07858 | purified cathepsin B, fluorescence | inhibition, %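 (tested at 10 µM)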 | 63,000 compounds, 0.1% hits | AID 453, 2006; in the data active means inhibition above about 21%;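 further: 0% = enzyme with no compound and 100% = no enzyme blank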
# Ec RNAP inh – E. coli RNAP inhibitors, biochemical. DNA-directed RNA polymerase subunit beta (Escherichia coli (strain K12)), P0A8V2. E. coli RNA polymerase, fluorescence transcription assay. inhibition, %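 (tested at 10 µM)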. 62,000 compounds, 0.2% hits; in the data active means inhibition above about 20%;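 further: 0% = enzyme without compound and 100% = no enzyme blank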
# Ecoli tolC – growth inhibitors of E. coli tolC mutant, primary screen, strain BW25113 ΔtolC::kan, 384-well; OD615; growth inhibition, % at 10 µM (by protocol); 65,000 compounds, 2.2% hits; AID 573, 2007;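 active means growth inhibition at or above a cutoff equal to the mean over every tested compound plus 3 SD, cut at about 60% in these data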;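 further: growth measured after 20 h incubation at 37 °C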
#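 Test system: tolC-deleted E. coli BW25113 | Medium: LB with kanamycin 50 µg/mL | Compound dosing: Single concentration, 10 µM final per compound | Schedule: 37 °C, 20 h exposure | Measured by: OD at 615 nm | Evaluation: Percent growth inhibition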
# MKP-1 inh – MKP-1 phosphatase inhibitors, primary screen, biochemical, in vitro. Dual specificity protein phosphatase 1 (Homo sapiens), P28562. recombinant MKP-1, OMFP hydrolysis fluorescence. inhibition, %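 (compounds tested at a single concentration somewhere between 10 and 100 µM)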. 65,000 compounds, 0.15% hits. AID 374, 2006;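 active means inhibition above about 50%, limit read from the data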;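 further: 0% = DMSO max control wells and 100% = wells with enzyme stopped by NaOH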
# D1 mod – D1 CRE-luciferase signal change, two-sided – cell-based, HEK293 D1, dopamine EC30, D1 allosteric modulator project, primary screen; D(1A) dopamine receptor (Homo sapiens), P21728; dopamine EC30 potentiation; actives deviate in either direction; B-score at 10 µM; 58,000 compounds, 5.9% hits; AID 641, 2007;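 active means luminescence count or its row- and column-corrected plate score outside the 99.7% band of the plate's sample wells, on either side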
# Target sequence (P21728 whole entry, looked up): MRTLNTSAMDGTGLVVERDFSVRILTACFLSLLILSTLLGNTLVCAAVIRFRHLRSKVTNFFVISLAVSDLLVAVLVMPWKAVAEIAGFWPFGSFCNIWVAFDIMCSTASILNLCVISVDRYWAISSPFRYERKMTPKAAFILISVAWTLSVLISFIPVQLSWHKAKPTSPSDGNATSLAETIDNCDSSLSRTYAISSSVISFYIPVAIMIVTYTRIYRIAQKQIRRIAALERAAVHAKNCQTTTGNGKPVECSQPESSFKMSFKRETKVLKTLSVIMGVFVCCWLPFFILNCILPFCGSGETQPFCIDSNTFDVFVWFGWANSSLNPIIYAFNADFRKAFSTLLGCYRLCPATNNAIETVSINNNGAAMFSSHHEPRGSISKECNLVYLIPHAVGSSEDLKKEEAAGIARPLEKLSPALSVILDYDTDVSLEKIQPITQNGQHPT
# An asterisk follows results filed as active; . = no result given; & = joins results of further samples. Only part of the results is shown; the hit share may differ from the screen's.
No.	Molecule	MKP-1 inh	Ecoli tolC	AP complement	D1 mod	Cdc25B inh
1	CCN(CC)CCNC(=O)c1cc(Cl)c(N)cc1OC	-13	5	-1	-3.5	7
2	O=C(CCNNC(=O)c1ccncc1)NCc1ccccc1	8	6	-4	-0.36	-11
3	CC(=O)NC(Cc1ccccc1)C(=O)O (stereo unspecified)	5	-21	7	-0.093	10
4	Cc1cc(-c2ccccc2)nnc1NCCN1CCOCC1	-15	9	11	1.8	-4
5	COc1ccc(/C=C/C(=O)Nc2ccccc2C(=O)O)cc1OC	-14	16	-16	-7.8*	6
6	O=C(NCCc1c[nH]c2ccccc12)c1cccnc1	-2	-11	12	-0.3	-9
7	Cc1nc2ccccn2c(=O)c1CCN1CCC(C(=O)c2ccc(F)cc2)CC1	-19	13	18	-3.2	-22
8	C1CCC(C(CC2CCCCN2)C2CCCCC2)CC1 (stereo unspecified)	-12	45	1	0.022	-16
9	CC(COc1ccccc1)NC(C)C(O)c1ccc(O)cc1 (stereo unspecified)	-23	4	-18	-2.5	-10
10	CC[N+](C)(CC)CCOC(=O)C(O)(c1ccccc1)C1CCCCC1 (stereo unspecified)	0	8	8	0.87	-6
11	Oc1ccc(/C=C/c2cc(O)cc(O)c2)cc1	-7	12	-7	-8.4*	-26
12	C[C@]12CCC(=O)C=C1CC[C@@H]1[C@@H]2CC[C@@]2(C)[C@H]1CC[C@]2(O)C(=O)CO	0	-1	23	-0.76	-18
13	CCC(C)n1ncn(-c2ccc(N3CCN(c4ccc(OCC5COC(Cn6cncn6)(c6ccc(Cl)cc6Cl)O5)cc4)CC3)cc2)c1=O (stereo unspecified)	8	8	8	-1.3	-16

No.	Ec RNAP inh	CatB mixtures	CatB inh	Hsp90 block
1	13	-5	2	-1&-3
2	9	2	1	5&3
3	2	-1	-1	-2
4	11	-3	0	-6
5	4	9	6	-2&0
6	5	2	0	-4
7	-1	-3	5	-6&-2
8	13	2	5	-2
9	-10	2	-1	2
10	7	0	4	-2
11	11	3	5	8&12
12	4	3	6	0&-1
13	10	8	.	1

# Entries of single compounds from above. Screens in order: MKP-1 inh	Ecoli tolC	AP complement	D1 mod	Cdc25B inh	Ec RNAP inh	CatB mixtures	CatB inh	Hsp90 block
# CCN(CC)CCNC(=O)c1cc(Cl)c(N)cc1OC reads -13	5	-1	-3.5	7	13	-5	2	-1&-3
# Cc1nc2ccccn2c(=O)c1CCN1CCC(C(=O)c2ccc(F)cc2)CC1 reads -19	13	18	-3.2	-22	-1	-3	5	-6&-2
# C1CCC(C(CC2CCCCN2)C2CCCCC2)CC1 (stereo unspecified) reads -12	45	1	0.022	-16	13	2	5	-2
# CC[N+](C)(CC)CCOC(=O)C(O)(c1ccccc1)C1CCCCC1 (stereo unspecified) reads 0	8	8	0.87	-6	7	0	4	-2
# O=C(NCCc1c[nH]c2ccccc12)c1cccnc1 reads -2	-11	12	-0.3	-9	5	2	0	-4
